# RXFP1 antagonist – blocks the human relaxin receptor RXFP1 | 0.59% of 350,000 active | activity change, negative = inhibition, % at 57.5 µM | HEK293-RXFP1, relaxin-stimulated cAMP HTRF, 30 min; stronger effect = lower value;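 active = activity change of -60% or lower, but not beyond a set lower limit; inconclusive = change between -60% and -40%, or beyond the set limit; inactive = change above -40%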; also: % is scaled to controls: 0 for no effect and ±100 for the full control effect
# Target sequence (Q9HBX9 whole entry, looked up): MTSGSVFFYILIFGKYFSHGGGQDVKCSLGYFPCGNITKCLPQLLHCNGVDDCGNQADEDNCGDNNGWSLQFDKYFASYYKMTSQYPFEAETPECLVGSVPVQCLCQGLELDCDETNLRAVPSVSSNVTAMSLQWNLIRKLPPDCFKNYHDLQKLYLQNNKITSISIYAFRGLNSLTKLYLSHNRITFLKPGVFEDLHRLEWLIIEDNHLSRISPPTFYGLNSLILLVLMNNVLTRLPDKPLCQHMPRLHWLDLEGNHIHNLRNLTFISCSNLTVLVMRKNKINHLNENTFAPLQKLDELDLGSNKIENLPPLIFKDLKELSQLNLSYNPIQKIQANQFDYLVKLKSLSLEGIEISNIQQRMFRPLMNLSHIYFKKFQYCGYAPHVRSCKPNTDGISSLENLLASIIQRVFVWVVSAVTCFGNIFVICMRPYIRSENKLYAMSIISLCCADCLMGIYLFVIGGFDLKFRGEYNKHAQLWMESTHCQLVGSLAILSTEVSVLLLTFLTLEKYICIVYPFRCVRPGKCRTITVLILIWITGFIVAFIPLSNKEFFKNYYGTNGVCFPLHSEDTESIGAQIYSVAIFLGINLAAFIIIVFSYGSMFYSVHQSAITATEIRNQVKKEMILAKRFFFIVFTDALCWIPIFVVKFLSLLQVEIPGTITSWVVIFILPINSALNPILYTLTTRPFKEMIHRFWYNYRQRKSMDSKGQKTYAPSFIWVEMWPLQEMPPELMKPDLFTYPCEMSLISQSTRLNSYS
# RXFP1 ag – agonists of human relaxin receptor RXFP1 | HEK293T-RXFP1 cAMP TR-FRET, 30 min; response scale: percent of porcine relaxin response, buffer zero | Potency, µM (doses to about 57.5 µM), without a hit: top-dose activation, hits mostly activators | Q9HBX9 | 0.3% of 370,000 active; also: potency is read from the fitted curve at half-maximal effect; % is scaled to controls: 0 for no effect and ±100 for the full control effect; nearly all actives have a fitted effect of over 60% in size; many of its hits are not listed in these tables
#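 HEK293T cells stably expressing RXFP1 were pretreated with the PDE4 inhibitor Ro 20174, exposed to compounds for 30 min at 37C, lysed, and cAMP was read by TR-FRET. Data normalized to buffer (basal) and 29 nM porcine relaxin (100%).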
# D1 agonist – agonists of human D1 dopamine receptor | activation, % at 2 µM | P21728 | 1% of 360,000 active | HEK293 T-REx D1 cells, calcium flux, agonist mode; in the data active = activation above about 30%; also: 0% is about no effect
#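 Agonism was scored from calcium flux recorded over 180 s (1 read/s) after pintool compound addition, following a 10-cycle baseline. Cells were inducible force-coupled HEK293 TREx D1, plated overnight at 30 C and loaded with no-wash calcium dye.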
# D1 potentiator – potentiators of human D1 dopamine receptor; P21728; HEK293 TREx D1 cells, calcium flux, dopamine EC20 potentiation; potentiation, % at 10 µM; 0.036% of 360,000 active; in the data active = potentiation above about 30%; also: 0% is about no effect
# D2 PAM – positively modulates the human D2 dopamine receptor allosterically. P14416. potentiation, % at 10 µM. HEK293 T-REx D2, calcium flux, EC20 dopamine potentiation. 0.34% of 340,000 active;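 active = potentiation over 3 SD above the plate norm, cut at about 30% in these data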; also: 0% is about no effect
#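 Potentiation of an EC20 dopamine calcium response is measured in a force-coupled, tetracycline-inducible Hek293 Trex D2 line. Compound-only kinetic reads over 180 s flag agonists before dopamine addition.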
# Vif-APOBEC3F blk – blocks the Vif interaction with APOBEC3F; HeLa A3F-eYFP + Vif (tagged APOBEC3F with the HIV-1 protein that degrades it), YFP fluorescence increase; Potency, µM (doses to about 46.1 µM), for the others: at the top dose activity, negative = active; 0.2% of 390,000 active; also: potency is read from the fitted curve at half-maximal effect; % of control where 0% means no effect; nearly all actives have a fitted effect of over 65% in size
#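 HeLa cells stably expressing Vif plus C-terminally eYFP-tagged A3F were seeded, incubated overnight at 37 deg C, dosed with compound, incubated overnight again at 37 deg C. Yellow fluorescence (Ex 488/Em 500-530) reported blocked Vif-mediated A3F-eYFP degradation.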
# Glioma ERSR ind – inducers of ER stress response in human glioma cells. 0.02% of 420,000 active. U87-MG GRP78 promoter luciferase reporter, 16 h. Potency, µM, inactives show at the highest dose activation, hits mostly activators; also: potency is read from the fitted curve at half-maximal effect; series mostly up to about 76 µM; % of control where 0% means no effect; nearly all actives have a fitted effect of over 35% in size
#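 ERSR induction read as luciferase luminescence (Bright-Glo, 10 min at room temperature) in stably transfected human U87-MG glioma cells exposed to compounds for 16 h, using GRP78 as sensor.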
# Vif-APOBEC3G blk – blocks the Vif interaction with human APOBEC3G; Q9HC16; HeLa A3G-eYFP + Vif (tagged APOBEC3G with the HIV-1 protein that degrades it), YFP fluorescence, overnight; Potency, µM (titrated, usually from 46.1 µM), without a hit: top-dose activity, negative = active, usual class: inhibitors; 0.076% of 410,000 active;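 also: potency is read from the fitted curve at half-maximal effect; % is scaled to controls: 0 for no effect and ±100 for the full control effect; nearly all actives have a fitted effect of over 60% in size; hits raise eYFP signal because A3G escapes Vif-driven loss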
# Target sequence (Q9HC16 whole entry, looked up): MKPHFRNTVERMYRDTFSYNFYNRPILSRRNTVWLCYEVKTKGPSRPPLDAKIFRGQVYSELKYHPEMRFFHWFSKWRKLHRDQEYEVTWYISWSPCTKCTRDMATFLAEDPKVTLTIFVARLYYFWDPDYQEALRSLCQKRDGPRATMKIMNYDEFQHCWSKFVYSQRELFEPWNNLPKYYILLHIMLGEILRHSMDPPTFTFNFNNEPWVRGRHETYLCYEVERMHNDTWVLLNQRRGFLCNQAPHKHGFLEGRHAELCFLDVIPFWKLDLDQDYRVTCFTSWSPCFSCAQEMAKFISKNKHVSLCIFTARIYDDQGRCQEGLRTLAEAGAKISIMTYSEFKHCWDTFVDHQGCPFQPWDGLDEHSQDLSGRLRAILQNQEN
#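 Read-out is eYFP fluorescence (Ex 488/Em 500-530) from Vif-expressing HeLa A3G-eYFP cells; more signal means A3G escaped Vif-mediated degradation. Cells plated overnight, compound pinned in, incubated overnight at 37 deg C.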
# D1 antagonist – antagonists of human D1 dopamine receptor | 3.2% of 360,000 active | HEK293 TREx D1 cells, calcium flux, dopamine EC80; stronger effect = lower value | AID 504652 | activity change, negative = inhibition, % at 10 µM; in the data active = activity change below about -30%; also: % is scaled to controls: 0 for no effect and ±100 for the full control effect
#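 Tetracycline-induced HEK293 T-REx cells with force-coupled D1 receptor were loaded with a no-wash calcium dye. Compound was added after a 10 s baseline and read kinetically for 180 s; EC80 dopamine was then added and calcium flux followed another 180 s.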
# Active calls of the source: *; ? = inconclusive; / = no result given; & = joins results of further samples. Unless noted, calls follow the shape of the dose curve; as a rule, active = well fitted curve in the direction sought with a large enough effect; inconclusive = small, poorly fitted or top-dose-only effect, or another doubt; inactive = no such curve, though single readings can be large; an effect the other way counts as inactive or inconclusive. This is a subset; count on the stated rates, not on these rows.
SMILES,RXFP1 antagonist,RXFP1 ag,D1 agonist,D1 potentiator,D2 PAM,Vif-APOBEC3F blk,Glioma ERSR ind,Vif-APOBEC3G blk,D1 antagonist
COc1ccc(C(=O)OCC(=O)N(C)C2CCS(=O)(=O)C2)cc1Br (stereo not given),4,2.9%,2,1,-3,-1%,-4%,5%,7
COc1cc(C(Nc2ccc3c(c2)OCO3)C(=O)NC2CCCCC2)cc(OC)c1OC (stereo not given),-6,0.2%,0,2,6,-2%,-4%,-7%,-12
Cc1ccc2[nH]c3c(=O)[nH]ncc3c2c1,-10,3.3%,1,4,11,5%,1%,-4%,-3
CC(=O)Nc1ccc(S(=O)(=O)NCc2nc(-c3ccccc3C)no2)cc1,-22,-0.4%,0,-4,/,12%,1%,-1%,27
CC(C)(C)c1cc(NC(=O)COC(=O)c2ccccc2)n(-c2ccccc2)n1,-2,/,/,/,/,-14%,-3%,1%,/
COc1cccc(Cn2c(C)c(CNCc3cccc(C)c3)c(C(=O)O)c2C)c1,1,-1.9%,0,0,13,1%,-4%,-4%,2
N#C/C(=C\c1ccc(O)c(O)c1)C(=O)NCCc1ccccc1,/,-0.1%,2,-4,-3,-1%,?,-9%&-7%,-16
O=C(Cc1ccc(-c2ccccc2)cc1)NCc1cccnc1,3,-2.0%,5,-3,7,2%,-2%,?,-10
CCCN(Cc1nnc(-c2ccccc2Cl)o1)C(=O)c1cccc(S(=O)(=O)N2CCOCC2)c1,-2,-0.2%,2,4,-2,-3%,5%,1%,6
CC(=O)N1CC2(CC(=O)OC(C)C)CN(C(C)=O)CC(CC(=O)OC(C)C)(C1)C2=O,-7,1.7%,1,0,-4,7%,-3%,4%,-2
CCOC(=O)[C@H]1[C@H]2COc3ccc(Cl)cc3[C@@H]2N2C(=O)CN(Cc3ccc(Cl)cc3)C(=O)[C@@]12C,/,1.6%,3,3,5,0%,1%,6%,/
CCCCCCC(C)n1[nH]c(=O)cc1N (stereo not given),5,2.3%,1,-14,-19,-8%,-3%,-4%,-32*
O=C(CSc1nc2ccccc2c(=O)n1CCCO)Nc1ccc2c(c1)OCCO2,0,-0.8%,4,4,2,1%,0%,0%,-2
O=C1CSC(c2ccccn2)N1c1ccc(C(F)(F)F)cc1 (stereo not given),/,0.0%,5,-2,2,-2%,1%,0%,-16
CN(C(=O)c1ccc(NC(=O)c2ccco2)cc1)c1ccccc1,2,0.3%,7,7,6,6%,3%,-10%,-14
O=C(c1ccc(S(=O)(=O)N2CCC(c3nc4ccccc4s3)CC2)cc1)N1CCCCC1,-15,/,/,/,/,0%,0%,1%,/
COc1cccc(-n2ccnc2SCC(=O)Nc2cccc(C)c2C)c1,/,2.9%,2,-3,0,1%,-6%,-5%,-4
CCN(C(=O)c1ccc(Cl)c(S(=O)(=O)Nc2c(C)n(C)n(-c3ccccc3)c2=O)c1)c1ccccc1,9,/,/,/,/,-4%,-5%,0%,/
CCSc1nc2c(c(=O)[nH]1)C(c1ccncc1)C(C(=O)OC)=C(C)N2 (stereo not given),2,0.6%,0,-1,-3,0%,-1%,-3%,6
NC(=O)c1ccc[n+](Cc2cccc3ccccc23)c1,0,-0.1%,2,6,-2,11%,-1%,0%,0
Cc1ccc(C(=O)n2nc(-c3ccco3)nc2NCc2cccs2)cc1,8,-0.3%,3,-1,-3,0%,5%,-3%,10
CCCCc1nn2c(=O)cc(COC(=O)c3cccc(NC(=O)c4cccc(Cl)c4)c3)nc2s1,-7,1.7%,2,0,0,3%,-2%,-5%,15
CN1C(=O)[C@H]2[C@@H](c3ccccc3)N[C@]3(CCCN(Cc4ccco4)C3=O)[C@H]2C1=O,1,/,/,/,/,-13%,1%,-2%,/
COc1cc2nc(N3CCNCC3)nc(N)c2cc1OC,-1,-1.9%,2,-1,/,-9%,-7%,-31%,1
O=C(COC(=O)CNC(=O)c1ccccc1)NC(=O)NC1CCCCC1,12,/,/,/,/,9%,0%,-1%,/

# Carrying on:
SMILES,RXFP1 antagonist,RXFP1 ag,D1 agonist,D1 potentiator,D2 PAM,Vif-APOBEC3F blk,Glioma ERSR ind,Vif-APOBEC3G blk,D1 antagonist
CC(=O)Nc1ccc(S(=O)(=O)N2CCN(c3nc4ccccc4n3CC(C)C)CC2)cc1,-8,2.6%,6,0,-2,?,1%,1%,24
Cn1c(CCN2CCN(c3ccc(F)cc3)CC2)nc2cc(NC(=O)c3ccco3)ccc21,-8,-0.4%,2,-2,/,-3%,-4%,-3%,3
CC(=O)c1ccc(C(=O)N(Cc2cccnc2)c2nc3c(C)c(C)ccc3s2)cc1,-23,1.3%,4,6,13,-4%,-3%,-11%,/
Cc1ccc(OC(=O)N(C)C[C@H]2OCc3cn(nn3)CCCC(=O)N([C@H](C)CO)C[C@@H]2C)cc1,5,/,/,/,/,1%,0%,-8%,/
O=C(OCc1nnc(-c2ccccc2)o1)C12CC3CC(CC(Br)(C3)C1)C2,1,1.5%,7,8,-2,-5%,-5%,-1%,-6
COc1ccccc1N1CCN(/N=C(\C)c2ccccc2O)CC1,-10,1.4%,2,-3,15,-10%,-4%,-1%,6
COc1cccc(-c2nc(SCC(=O)Nc3ccc4c(c3)OCCO4)c(-c3ccc(C)cc3)[nH]2)c1,-23,-1.4%,0,-3,/,-4%,-4%,1%,-7
COc1cc(C(=O)Nc2ccc3nc(N4CCN(C)CC4)cc(C)c3c2)cc(OC)c1OC,3,-0.7%,4,-2,0,0%,3%,0%,-2
CSc1ncnc2sc(C)c(C)c12,7,10%,4,-1,7,-2%,0%,-1%,-19
COc1cccc(CNC(=O)C2CCN(S(=O)(=O)c3ccc(F)cc3)CC2)c1,/,0.8%,1,-2,-3,3%,-2%,-6%,0
Cc1ccc(NC(=O)CCC(=O)NNC(=O)COc2cccc3ccccc23)c(C)c1,-36,4.4%,0,1,20,-13%,-4%,1%,21
CC12CC(NC(=O)N1c1cccc(C(=O)Nc3ncn[nH]3)c1)c1ccccc1O2 (stereo not given),-2,0.0%,0,2,-7,4%,-4%,-30%,-3
CC1(C)CC(=O)C2=C(C1)NC1=C(C(=O)c3ccccc31)C2c1ccccc1 (stereo not given),/,3.6%,-1,0,-4,5%,-3%,3%,0
Cc1ccccc1N(C(=O)Cn1nnc2ccccc21)C(C(=O)NCc1ccco1)c1ccncc1 (stereo not given),2,1.6%,1,0,-2,-6%,-1%,2%,17
CCc1ccccc1OCC(=O)N1CCN(c2ncccn2)CC1,-7,-0.7%,7,-4,-1,5%,-2%,-2%,-7
CCCc1cc(Nc2cccc(OCC)c2)n2ncnc2n1,1,0.3%,-1,-9,-11,-2%,-4%,-1%,-15
Cc1cc(-c2nn(-c3ccccc3F)cc2CN2CCCC(CO)C2)c(C)s1 (stereo not given),-11,-0.7%,3,2,5,7%,-2%,11%,11
COc1cc2c(-c3cc(Br)ccc3O)nc3c(c(C)nn3-c3ccccc3)c2cc1OC,-1,12%,2,-1,0,2%,-3%,2%,0
CCCC(=O)Nc1ccccc1-c1nnc(SC)[nH]c1=O,/,2.2%,3,-2,13,-4%,-1%,4%,-4
Cc1ccc(NC(=S)N2CCn3cccc3C2c2cccnc2)cc1 (stereo not given),-10,-1.0%,3,-3,-8,1%,-3%,0%,-3
O=C1OC(c2ccccc2)Cc2cc(C(=O)N3CCN(c4ccc(F)cc4)CC3)ccc21 (stereo not given),-30,-0.5%,5,2,15,-29%,-5%,-11%,0
CC(=O)c1ccc(N(CC(=O)NC2CCCC2)C(=O)c2ccc(C)s2)cc1,-1,0.5%,1,-7,-5,2%,-5%,-5%,-2
CCC(NC(=S)NC1CCCCC1)c1ccccc1 (stereo not given),/,0.9%,8,4,0,/,/,/,6
CCN(CC(=O)Nc1c(F)cccc1F)C(=O)c1ccc(OC)c(S(=O)(=O)NC2CCCC2)c1,3,/,/,/,/,0%,-2%,3%,/
CCOc1cc(/C=C2\CCn3c2nc2cc(Cl)ccc2c3=O)ccc1O,1,-3.8%,2,-3,-7,2%,6%,0%,5

# Of the compounds above, these contain two or more sulfur atoms.
SMILES,RXFP1 antagonist,RXFP1 ag,D1 agonist,D1 potentiator,D2 PAM,Vif-APOBEC3F blk,Glioma ERSR ind,Vif-APOBEC3G blk,D1 antagonist
O=C(c1ccc(S(=O)(=O)N2CCC(c3nc4ccccc4s3)CC2)cc1)N1CCCCC1,-15,/,/,/,/,0%,0%,1%,/
CSc1ncnc2sc(C)c(C)c12,7,10%,4,-1,7,-2%,0%,-1%,-19

# Next compounds follow:
SMILES,RXFP1 antagonist,RXFP1 ag,D1 agonist,D1 potentiator,D2 PAM,Vif-APOBEC3F blk,Glioma ERSR ind,Vif-APOBEC3G blk,D1 antagonist
COc1cc(C2NC(=O)NC3=C2C(=O)OC3)cc(OC)c1OC (stereo not given),12,0.8%,3,-3,-15,-2%,-4%,1%,10
CCn1c(O)c(N=NC(=O)c2cccnc2)c2cc(Br)ccc21,1,1.6%,0,-4,-2,4%,-3%,6%,1
CC1CC2c3cccc(C(=O)O)c3C(=O)N2c2ccc(Cl)cc21 (stereo not given),1,-1.9%,3,-9,-6,17%,-1%,-1%,-12
COc1ccc(Cl)cc1NC(=O)C(C)N(C)Cc1cccc(Cl)c1Cl (stereo not given),-18,0.1%,3,12,1,-2%,-7%,-2%,2
CC(C)(C)NC(=O)c1ccc(C(=O)NC(C)(C)C)cc1,-8,-2.0%,1,-3,-20,-5%,-7%,2%,-12
Cc1cc(C)c2[nH]c(=O)c(=O)[nH]c2c1,2,-0.8%,0,2,4,-1%,-4%,1%,30
COc1cccc(-n2nnc3c(=O)n(Cc4c(F)cccc4Cl)cnc32)c1,21,1.1%,3,-6,-4,-6%,-1%,0%,2
CC1(C)Oc2ccc3ccc(=O)oc3c2/C(=C/NCCO)C1=O,-6,-2.7%,1,-3,4,6%,-3%,-4%,-14
CCc1ccc(C2CC(=O)N(c3cccc(C(F)(F)F)c3)C3=C2C(=O)OC3)cc1 (stereo not given),/,1.7%,1,-4,1,-1%,-4%,-2%,1
Cc1ccc(N(CC(=O)N2CCCCCC2)S(C)(=O)=O)cc1,5,/,/,/,/,-2%,-1%,-1%,/
CC(C)CN1CN(Cc2ccccc2)CNC1=S,5,1.0%,0,0,5,-28%,-4%,-3%,-31*
O=C(/C=C/c1cc2c(cc1Br)OCO2)NCc1ccc(F)cc1,-7,-1.0%,4,2,-25,1%,-4%,-1%,0

# Compound activity deposited in PubChem by National Center for Advancing Translational Sciences (NCATS).
